From PubChem
HTR5A inv ctr: HTR5A inverse agonists in luminescence cell assay, primary screen, counter-screen for OPRM1-OPRD1 heterodimer inverse agonist project, full-deck HTS. HTR5A cell line, inverse agonism. AID 504634, 2011. 340,000 tested, 0.083% active. inhibition, % at 9.3 µM. 5-hydroxytryptamine receptor 5A (Homo sapiens), P47898; in the data active means inhibition mostly above about 23%, no sharp cut-off; inactive means mostly below about 18%;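 further: 0% = cells with DMSO and 100% = no-cell wells with DMSO; some compounds called inactive have numbers as strong as hits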
Target sequence (P47898 whole entry, looked up): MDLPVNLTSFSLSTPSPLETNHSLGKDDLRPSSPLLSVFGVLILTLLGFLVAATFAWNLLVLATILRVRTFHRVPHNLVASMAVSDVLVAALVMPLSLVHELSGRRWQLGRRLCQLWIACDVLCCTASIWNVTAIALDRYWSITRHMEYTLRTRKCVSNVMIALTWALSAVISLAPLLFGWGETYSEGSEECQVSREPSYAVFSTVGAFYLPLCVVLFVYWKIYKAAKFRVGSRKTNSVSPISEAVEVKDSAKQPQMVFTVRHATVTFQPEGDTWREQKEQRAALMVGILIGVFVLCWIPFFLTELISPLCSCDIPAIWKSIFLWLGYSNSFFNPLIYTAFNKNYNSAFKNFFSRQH
CAL PDZ FP: untagged CAL PDZ binding inhibitors, primary screen, biochemical, fluorescence polarization, HTS; purified CAL PDZ, TMR-peptide fluorescence polarization, 1 h; Golgi-associated PDZ and coiled-coil motif-containing protein (Homo sapiens), Q9HD26; inhibition, % at 24.9 µM; 300,000 tested, 0.92% active;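 active means mean inhibition of at least 30% with at least half of replicates also reaching 30%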;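 further: 0% = DMSO neutral control and 100% = excess unlabeled competitor peptide PRC23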
HTR5A ag ctr: HTR5A agonists in luminescence cell assay, primary screen, counter-screen for OPRM1-OPRD1 heterodimer agonist project, full-deck HTS. cell-based. activation, % at 9.3 µM. 340,000 tested, 0.61% active; in the data active means activation mostly above about 9.5%, no sharp cut-off; inactive means mostly below about 7.6%;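 further: 0% = cells with vehicle only and 100% = reference agonist; strong numbers were not always called active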
Cardiac RTF inh: cardiac RTF calcium sensitivity inhibitors, primary screen, biochemical, IANBD-TnC fluorescence, EC70 calcium. Troponin I, cardiac muscle (Homo sapiens) + Troponin T, cardiac muscle (Homo sapiens) + …. inhibition, % at 7.15 µM. 340,000 tested, 0.12% active. IANBD-labeled cardiac RTF, Ca2+ fluorescence;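 active means inhibition above the mean inhibition of all tested compounds plus 3 SD, cut at about 17% in these data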;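 further: assay run at fixed EC70 calcium of 1.6 mM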
MOR-DOR inv ag: inverse agonists of MOR-DOR heterodimerization, primary screen, cell-based, luminescence. cell-based MOR-DOR heterodimer luminescence, inverse agonism. inhibition, % at 9.3 µM. 340,000 tested, 0.21% active. AID 504357, 2011; in the data active means inhibition above about 22%, passing the limit was not always enough;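 further: 0% = cells with DMSO and 100% = wells without cells with DMSO; values of inactives mirror those of a sister screen read the other way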
Keap1-Nrf2 PPI: Keap1-Nrf2 protein-protein interaction inhibitors, primary screen, biochemical, fluorescence polarization, single point | 340,000 tested, 0.15% active | Keap1 Kelch-Nrf2 peptide fluorescence polarization, 1536-well | inhibition, % at 9.4 µM | Kelch-like ECH-associated protein 1 (Homo sapiens), Q14145; in the data active means inhibition above about 12%;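 further: human Keap1 Kelch domain with fluorescein labeled Nrf2 9mer peptide probe; 0% = neutral control wells and 100% = peptide positive control; higher means more block of Keap1 binding to Nrf2 peptide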
Target sequence (Q14145 whole entry, looked up, the tested form may be a part): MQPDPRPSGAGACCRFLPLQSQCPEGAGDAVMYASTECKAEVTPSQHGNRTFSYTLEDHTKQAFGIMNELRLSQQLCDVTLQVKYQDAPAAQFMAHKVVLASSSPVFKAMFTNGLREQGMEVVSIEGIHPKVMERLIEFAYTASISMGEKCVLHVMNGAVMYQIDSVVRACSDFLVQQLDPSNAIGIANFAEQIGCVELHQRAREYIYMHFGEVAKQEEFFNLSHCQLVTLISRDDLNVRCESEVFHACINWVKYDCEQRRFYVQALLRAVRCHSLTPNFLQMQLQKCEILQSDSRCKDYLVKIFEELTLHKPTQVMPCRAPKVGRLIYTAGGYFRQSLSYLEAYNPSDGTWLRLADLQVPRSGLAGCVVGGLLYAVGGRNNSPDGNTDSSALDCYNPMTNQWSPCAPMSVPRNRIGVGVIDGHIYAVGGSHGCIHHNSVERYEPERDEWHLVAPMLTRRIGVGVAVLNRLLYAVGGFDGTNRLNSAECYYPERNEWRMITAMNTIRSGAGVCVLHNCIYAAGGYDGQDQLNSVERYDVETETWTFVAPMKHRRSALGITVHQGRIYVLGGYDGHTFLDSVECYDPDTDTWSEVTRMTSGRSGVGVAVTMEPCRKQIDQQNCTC
V-ATPase pHluor: regulators of yeast V-ATPase proton pumping, primary screen, pHLuorin cytosolic pH fluorescence; 350,000 tested, 0.37% active; S. cerevisiae; response, % at 10 µM; in the data active means response mostly above about 7.3%, no sharp cut-off; inactive means mostly below about 5.4%; further: actives read high; inactives centre near 0; some compounds called inactive have numbers as strong as hits; reference of the scale not given here
MOR-DOR ag: agonists of OPRM1-OPRD1 heterodimerization, primary screen, cell-based, luminescence; Mu-type opioid receptor (Homo sapiens) + Delta-type opioid receptor (Homo sapiens), …; cells; activation, % at 9.3 µM; 340,000 tested, 0.3% active; AID 504326, 2011; in the data active means activation above about 18%;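 further: 0% = vehicle-treated cells and 100% = reference agonist; values of inactives mirror those of a sister screen read the other way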
RTF Ca sens act: cardiac RTF calcium sensitivity activators, primary screen, biochemical, IANBD-TnC fluorescence, EC20 calcium | Troponin I, cardiac muscle (Homo sapiens) + Troponin T, cardiac muscle (Homo sapiens) + … | IANBD-labeled TnC RTF fluorescence at EC20 calcium; 0% EC20 calcium, 100% full calcium | activation, % at 7.2 µM | 340,000 tested, 0.24% active | AID 493008, 2010;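 active means activation above the mean over all tested compounds plus 3 SD, cut at about 30% in these data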;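 further: rise in fluorescence read as greater calcium sensitivity of cardiac thin filaments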
C-LANA FP: inhibitors of KSHV C-LANA binding to DNA, primary screen, biochemical, fluorescence polarization, FAM-LBS DNA, MBP-C-LANA, single point; Kaposi's sarcoma herpesvirus LANA C-terminal domain (residues 932-1162) DNA binding; inhibition, % at 9 µM; 340,000 tested, 0.078% active; AID 504423, 2011;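 active means highest replicate inhibition at or above 60% at 9 µM, even if other replicates fall short; inactive means all replicates below 60% inhibition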;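 further: 0% = neutral control wells and 100% = 4 µM acridine orange control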
An asterisk follows results filed as active; . = not tested or not shown.

SMILES	HTR5A inv ctr	CAL PDZ FP	HTR5A ag ctr	Cardiac RTF inh	MOR-DOR inv ag	Keap1-Nrf2 PPI	V-ATPase pHluor	MOR-DOR ag	RTF Ca sens act	C-LANA FP
Cc1nn(C(C)C(=O)NCCCN2CCCCC2C)c(=O)c2c1sc1ccccc12 (configuration not stated)	5	-8	2	-6	5	2	-2	-0.9	-1	0.5
O=C(CN1C(=O)c2cccnc2Oc2ccc(Cl)cc21)NC1CCCCC1	2	.	-1	0	4	1	4	-0.7	8	6.3
COC(=O)c1ccsc1NC(=O)CSc1nnnn1Cc1ccccc1	-7	-19	0	-5	18	-1	2	-4.1	-7	-1.4
CCC(C)Sc1cc(C)c(C#N)c2nc3ccccc3n12 (configuration not stated)	-16	-1	5	-17	10	1	3	-1.9	6	1.7
Cc1nnc(NC(=O)c2cccc(F)c2)s1	-17	-1	-7	-10	-3	-5	-2	0.6	-3	-1.8
COc1ccc(CCNC(=O)CNC(=O)c2ccccc2Br)cc1OC	-7	1	2	0	-11	3	-1	1.4	-4	0.4
COC(=O)[C@@H]1C[C@@]2(O)[C@H](O)[C@H](O)[C@H](O)C[C@H]2N1Cc1ccc(C(F)(F)F)cc1	9	2	5	-2	13	-4	3	-2.3	-7	0.1
CCc1ccc(S(=O)(=O)Nc2cccc(-c3ccc4nncn4n3)c2)s1	5	-5	2	-2	-1	-5	2	0.1	-1	0.6
O=C(NC(CC(=O)N1CCN(c2ccc([N+](=O)[O-])cc2)CC1)c1ccccc1)c1ccccc1Cl (configuration not stated)	10	-3	-4	-4	11	-1	-1	-2.3	2	1.9
COCCCNC(=O)C1CCC(=O)N1Cc1ccccc1Cl (configuration not stated)	1	1	0	-6	8	-4	2	-1.5	2	0.3
CCOCCCN1CC(C(=O)NCc2ccc3c(c2)OCO3)CC1=O (configuration not stated)	5	-6	-2	15	9	-4	2	-1.6	2	1.7
Cc1cc(OCCCCCNCCO)cc(C)c1Cl	-18	-2	1	2	-14	-2	0	2.5	2	-1.4
Cc1cc(/N=C/C=C2/N(C)c3ccccc3C2(C)C)n(CCC#N)n1	1	7	0	-2	13	1	-10	-2.6	-6	1.5
CC(=O)Nc1nc(CC(=O)c2ccccc2)cs1	-1	.	0	-7	-10	-4	0	1.7	4	-0.8
Cc1ccc(CNC(=O)c2ccc(-n3cccc3)cc2)cc1	17	-4	8	0	5	-2	4	-1.0	-8	2.7
Cc1ccccc1OCC(=O)NC(=S)Nc1ccc(N2CCOCC2)c(Cl)c1	13	-1	2	8	-6	-4	1	0.9	11	-0.2
CCN(CC)CCSc1nc2ccccc2n1Cc1ccccc1	16	.	-4	-2	4	-1	1	-0.9	-2	2.3
CC1=C(C(=O)O)N2C(=O)C(NC(=O)c3nn(C)cc3[N+](=O)[O-])C2SC1 (configuration not stated)	.	6	.	.	.	2	0	.	.	1.3
Cn1c(SCC(=O)N2CCN(C(=O)c3ccco3)CC2)nnc1-c1ccc(NS(C)(=O)=O)cc1	17	-3	-2	1	4	-3	1	-0.9	10	0.3
Cc1cc(C)c2[nH]c(=O)c(CN(CC3CCCO3)C(=S)NCc3ccco3)cc2c1 (configuration not stated)	-1	-5	3	-17	3	-1	5	-0.5	-3	1.3
OC(CSc1ccccc1)CN1CCN(c2ccc(Cl)cc2)CC1 (configuration not stated)	-2	-2	0	-1	-16	0	1	3.1	-6	-3.2
CCOc1ccc2[nH]c(=O)c(CN(CCO)C(=O)c3ccc(F)cc3)cc2c1	-11	-1	0	3	13	-3	-2	-2.4	-2	0.0
COc1ccc(/C=C2\CCc3ccccc3C2=O)cc1O	-17	-12	6	10	6	-5	0	-1.2	-20	-2.4
CC(C)N(Cc1cnn(C)c1)Cc1nc(COc2ccccc2)no1	-35	-1	-9	15	4	2	-3	-0.8	5	-0.3
COC(=O)N/N=C/c1cc(OC)c(O)c([N+](=O)[O-])c1	5	-2	-2	-7	3	-1	-3	-0.5	-3	1.9

Single records, from the list above. Order of values: HTR5A inv ctr, CAL PDZ FP, HTR5A ag ctr, Cardiac RTF inh, MOR-DOR inv ag, Keap1-Nrf2 PPI, V-ATPase pHluor, MOR-DOR ag, RTF Ca sens act, C-LANA FP
Profile of O=C(NC(CC(=O)N1CCN(c2ccc([N+](=O)[O-])cc2)CC1)c1ccccc1)c1ccccc1Cl (configuration not stated) = 10, -3, -4, -4, 11, -1, -1, -2.3, 2, 1.9
Profile of COC(=O)N/N=C/c1cc(OC)c(O)c([N+](=O)[O-])c1 = 5, -2, -2, -7, 3, -1, -3, -0.5, -3, 1.9
Profile of Cc1cc(C)c2[nH]c(=O)c(CN(CC3CCCO3)C(=S)NCc3ccco3)cc2c1 (configuration not stated) = -1, -5, 3, -17, 3, -1, 5, -0.5, -3, 1.3
Profile of Cn1c(SCC(=O)N2CCN(C(=O)c3ccco3)CC2)nnc1-c1ccc(NS(C)(=O)=O)cc1 = 17, -3, -2, 1, 4, -3, 1, -0.9, 10, 0.3
Profile of COCCCNC(=O)C1CCC(=O)N1Cc1ccccc1Cl (configuration not stated) = 1, 1, 0, -6, 8, -4, 2, -1.5, 2, 0.3

Additional results.
SMILES	HTR5A inv ctr	CAL PDZ FP	HTR5A ag ctr	Cardiac RTF inh	MOR-DOR inv ag	Keap1-Nrf2 PPI	V-ATPase pHluor	MOR-DOR ag	RTF Ca sens act	C-LANA FP
COc1cc(OC)c(OC)cc1CNCCNC(=O)c1ccco1	-7	.	2	-2	4	-3	-3	-0.6	-4	-1.7
CCOC(=O)c1c(NCC(C)C)c2ccccc2[nH]c1=O	-16	-3	5	5	9	-1	0	-1.6	16	0.3
O=C(Nc1ccc(C(=O)N2CCN(c3ccc(Cl)cc3)CC2)cc1)C1=CSCCO1	17	3	-1	-2	3	-2	2	-0.5	-3	2.1
COCCn1nnnc1C(c1ccccc1Cl)N1CCN(c2ccccc2OC)CC1 (configuration not stated)	-8	-1	-2	-3	14	3	6	-3.1	-7	-1.7
Cc1csc2nc(COC(=O)c3cccc(N(C)C)c3)cc(=O)n12	-10	-1	-1	-3	11	1	-2	-2.9	0	0.4
Cc1cccc(N2C(=O)CC(Sc3ccccc3C(=O)O)C2=O)c1 (configuration not stated)	2	5	-1	-6	-7	-5	0	1.4	10	0.2
COC(=O)c1sc(S(=O)(=O)Nc2ccc(Br)cc2)c(C(=O)OC)c1C	-8	-5	3	6	6	-6	3	-1.2	10	1.6
CC(C)OC(=O)CSc1nc2cccnc2n1-c1ccc(F)cc1	5	1	0	9	16	4	0	-2.7	1	0.2
CCCCC(=O)NC(=S)Nc1cccc(Cl)c1N1CCCCC1	20	-5	0	-4	-2	-4	2	0.3	-12	-0.5
CCCCCN1C=CC(=C2C(=O)c3ccccc3C2=O)C=C1	-11	-1	-1	-21	2	-15	-3	-0.4	4	-1.3
COC(=O)[C@@H](NC(=O)Nc1cc(Cl)ccc1C)C(C)C	-9	-6	3	-9	1	3	13	-0.1	-8	0.0
CCOC(=O)NC(Nc1nc2ccccc2s1)(C(=O)OCC)C(F)(F)F (configuration not stated)	-13	-2	-3	-3	-3	-3	0	0.6	6	-1.8
O=C(NC1CCC(=O)N(CCSc2ccccc2)CC1)OCc1ccccc1 (configuration not stated)	-12	-5	-6	-12	14	-8	-12	-2.6	-7	1.0
CC(=O)c1c(C)[nH]c(C(=O)CSc2nc3ccccc3n2C)c1C	-17	-2	-1	1	4	-3	0	-0.6	7	-0.5
CN(C)/C=C/C(=O)c1cnc(-c2ccc(Cl)cc2)s1	.	-2	.	.	.	2	-4	.	.	1.3
O=c1c2ccccc2c(C=NCCO)c(O)n1-c1ccccc1	-15	-2	-1	2	19	4	0	-3.4	-2	-0.5
COc1ccc(CC(=O)NC2CC(C)(C)NC(C)(C)C2)cc1OC	-10	3	-3	1	4	3	10	-0.7	0	-0.1
Cc1nc2c(-c3ccccc3)cnn2c(N)c1-c1ccccc1	-26	-4	7	6	-6	-10	0	1.1	-9	1.0
CCn1cc(C(=O)NCc2ccc(C)o2)c2cc(OC)c(OC)cc2c1=O	8	-1	1	-2	14	-6	2	-2.6	-4	-0.1
Clc1ccc(-c2nnc(N3CCOCC3)o2)cc1	-29	9	10	1	10	1	-1	-1.9	0	0.4
CC(=O)N(C)c1cccc(-c2ccc3nnc(C)n3n2)c1	-12	-5	3	2	10	2	-2	-2.3	-2	-0.2
Cc1cc(C)c(C#N)c(OCc2ccc(Cl)nc2)n1	16	0	-4	-9	8	-4	-1	-1.7	4	0.3
O=C(Cc1cccc(NC(=O)C2CCCN(C(=O)C3CCCCC3)C2)c1)Nc1cccc(C(=O)N2CCCC2)c1 (configuration not stated)	-41	-1	-3	-2	8	0	2	-1.3	9	-1.0
CN(C)c1nc2n(c(=O)n1)CCS2	-8	-3	-3	-8	2	-4	-3	-0.3	0	-0.3
Clc1ccc(OCCCCN2CCc3ccccc3C2)cc1	-6	4	3	4	-29	1	-1	4.2	-2	0.0
S=c1[nH]nc(-c2ccccc2)n1/N=C/c1c[nH]c2ccccc12	0	0	-1	2	8	-5	3	-1.6	-2	-1.6
C=CCNC(=O)C1CCN(S(=O)(=O)c2ccc3ccccc3c2)CC1	-13	-2	-2	0	6	-2	-1	-1.1	-5	-0.1
CCOc1ccc(C(=O)COC(=O)CNC(=O)C2CCCCC2)cc1	-7	-2	3	-15	4	4	2	-0.9	4	-1.1
O=C(COC(=O)COc1ccccc1)Nc1ccc(S(=O)(=O)N2CCOCC2)cc1	1	-4	0	-6	8	-3	-3	-1.6	-2	1.5

Some of the entries so far, as labelled records:
CC(=O)N(C)c1cccc(-c2ccc3nnc(C)n3n2)c1
  HTR5A inv ctr: -12 | CAL PDZ FP: -5 | HTR5A ag ctr: 3 | Cardiac RTF inh: 2 | MOR-DOR inv ag: 10 | Keap1-Nrf2 PPI: 2 | V-ATPase pHluor: -2 | MOR-DOR ag: -2.3 | RTF Ca sens act: -2 | C-LANA FP: -0.2
O=C(Nc1ccc(C(=O)N2CCN(c3ccc(Cl)cc3)CC2)cc1)C1=CSCCO1
  HTR5A inv ctr: 17 | CAL PDZ FP: 3 | HTR5A ag ctr: -1 | Cardiac RTF inh: -2 | MOR-DOR inv ag: 3 | Keap1-Nrf2 PPI: -2 | V-ATPase pHluor: 2 | MOR-DOR ag: -0.5 | RTF Ca sens act: -3 | C-LANA FP: 2.1
CCOC(=O)c1c(NCC(C)C)c2ccccc2[nH]c1=O
  HTR5A inv ctr: -16 | CAL PDZ FP: -3 | HTR5A ag ctr: 5 | Cardiac RTF inh: 5 | MOR-DOR inv ag: 9 | Keap1-Nrf2 PPI: -1 | V-ATPase pHluor: 0 | MOR-DOR ag: -1.6 | RTF Ca sens act: 16 | C-LANA FP: 0.3
